# Source: PubChem
# Measles CPE: protection of cells from measles virus; AID 841; protection (pct of control), % at 4 µM; 140,000 compounds, 1.5% hits; Measles virus-infected cells, CPE protection, absorbance; in the data active = protection mostly above about 24%, no sharp cut-off; inactive = mostly below about 26%; note: some compounds called inactive have numbers as strong as hits
# GALR2 blocker: blocks the human galanin receptor 2; O43603; GALR2-expressing cells, antagonist mode; inhibition, % at 4 µM; 140,000 compounds, 0.39% hits; in the data active = inhibition above about 27%;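 note: cells stimulated with galanin 1-16 at roughly its EC80; 0% = agonist challenge control and 100% = basal control without agonist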
# Target sequence (O43603 whole entry, looked up): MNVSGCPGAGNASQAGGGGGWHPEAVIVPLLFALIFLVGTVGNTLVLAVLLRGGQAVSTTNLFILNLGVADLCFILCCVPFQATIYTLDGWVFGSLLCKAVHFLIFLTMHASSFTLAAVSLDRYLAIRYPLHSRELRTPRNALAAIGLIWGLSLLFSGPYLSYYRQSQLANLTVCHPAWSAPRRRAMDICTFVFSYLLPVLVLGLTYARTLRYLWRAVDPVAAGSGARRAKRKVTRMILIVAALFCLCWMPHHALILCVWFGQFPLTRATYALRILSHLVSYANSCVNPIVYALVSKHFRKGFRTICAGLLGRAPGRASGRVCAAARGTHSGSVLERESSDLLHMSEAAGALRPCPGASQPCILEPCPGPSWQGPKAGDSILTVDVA
# E-sel TNF inh: blocks E-selectin expression induced by TNF alpha; inhibition, % at 2 µM; HUVEC TNFa-induced E-selectin immunofluorescence, high content; 120,000 compounds, 0.71% hits;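 active = inhibition above the batch mean plus 3 SD, and confirmed as a hit on visual image review, cut at about 43% in these data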;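 note: 0% = TNF-stimulated DMSO wells and 100% = unstimulated control wells; not every result past the cut was called active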
# Yeast life ext: extends the lifespan of yeast. inhibition of the nicotinamide effect, % at 10 µM. S. cerevisiae growth with nicotinamide, OD615; deaD strain in restrictive glucose medium. 130,000 compounds, 0.68% hits;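 active = inhibition above a set limit, placed 3 SD over the median of all compounds, cut at about 26% in these data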;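 note: 0% = nicotinamide-treated wells and 100% = cells grown without nicotinamide; some compounds called inactive have numbers as strong as hits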
#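 Test system: DeaD-strain S. cerevisiae / Buffer or medium: restrictive glucose medium / Also added: nicotinamide 1.5 mM / Doses: one concentration, 10 µM, DMSO 0.25% / Schedule: 48 h at 30 °C / Signal: OD615 measurement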
# HCT116 PTEN-null: suppresses growth of cells with PTEN deletion. HCT116 PTEN-null viability, CellTiter-Glo, 60 h; hits give low values. viability, % at 10 µM. 140,000 compounds, 1.2% hits;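 active = viability at or below a set limit, 4 SD under the median of all tested compounds, cut at about 3.7% in these data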;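 note: PTEN knockout HCT116 line with beta catenin targeted HCT116 as companion control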
# Phagocytosis inh: blocks phagocytosis by macrophages; J774A.1 macrophage IgG-bead phagocytosis, imaging; inhibition, % at 5 µM; 110,000 compounds, 0.07% hits;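 active = inhibition above the mean of the plate negative controls plus 5 SD, cut at about 13% in these data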;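 note: phagocytic index as fraction of beads internalized from green versus red external bead signal; plate controls were DMSO negative control for no effect and cytochalasin-D positive control for full effect; some results beyond the cut were filed as inactive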
# BB579 growth dn: yeast BB579 growth reduction in restrictive medium; S. cerevisiae BB579 growth, OD615, 48 h; inhibition, % at 10 µM; 140,000 compounds, 0.51% hits; AID 804;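 active = inhibition above a set limit, 3 SD over the mean compound inhibition, cut at about 44% in these data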; note: inactives centre near -24
#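 Test system: DeaD yeast strain BB579 / Buffer or medium: restrictive glucose-based CSMM-D medium / Doses: single 10 µM dose / Schedule: 4 h cell preincubation, 48 h compound exposure, 30 °C humidified / Technique: culture absorbance at 615 nm / Controls: amphotericin B positive control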
# NPY-Y2 antag: antagonists of human neuropeptide Y receptor Y2; P49146; NPY-Y2 expressing cells, antagonist mode; inhibition, % at 2.7 µM; 140,000 compounds, 0.99% hits; AID 793; in the data active = inhibition above about 17%;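 note: 0% = vehicle with agonist challenge and 100% = reference antagonist with challenge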
# Target sequence (P49146 whole entry, looked up): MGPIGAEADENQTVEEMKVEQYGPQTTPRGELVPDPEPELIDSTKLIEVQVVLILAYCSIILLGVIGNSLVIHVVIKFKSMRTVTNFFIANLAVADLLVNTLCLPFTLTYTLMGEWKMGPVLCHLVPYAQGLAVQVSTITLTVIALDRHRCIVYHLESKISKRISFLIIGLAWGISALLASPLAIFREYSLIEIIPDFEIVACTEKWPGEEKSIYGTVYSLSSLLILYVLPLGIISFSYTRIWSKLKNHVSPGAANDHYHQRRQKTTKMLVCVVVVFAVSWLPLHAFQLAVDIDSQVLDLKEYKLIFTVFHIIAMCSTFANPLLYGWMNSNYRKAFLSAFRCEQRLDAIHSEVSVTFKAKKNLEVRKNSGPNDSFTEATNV
# bCat KO growth: beta-catenin-lacking colon tumor cell growth suppression | HCT116 beta-catenin knockout viability, CellTiter-Glo, 60 h; hits give low values | AID 818 | 140,000 compounds, 1.5% hits | viability, % at 10 µM;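 active = viability at or under a set limit, the compound median less 4 SD, cut at about 6% in these data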;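 note: 0% = Hyamine 1622 control at 20 µM and 100% = untreated cell control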
# MRP1 act: activators of MRP-1; H69AR cells + doxorubicin, viability rescue, CellTiter-Glo; 140,000 compounds, 0.61% hits; viability increase, % at 10 µM;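 active = viability gain under doxorubicin at or above a set limit, the compound median plus 3 SD, cut at about 4.7% in these data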;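 note: MRP-1 overexpressing cells given doxorubicin 25 µM after compound pretreatment; 18-22 h compound pretreatment then 72 h with doxorubicin before readout; 0% = doxorubicin-only wells and 100% = vehicle-treated cells without doxorubicin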
# * hit, by the source's call; · = no result given; & = joins results of further samples.
# The first 2 compounds as a preview:
SMILES,Measles CPE,GALR2 blocker,E-sel TNF inh,Yeast life ext,HCT116 PTEN-null,Phagocytosis inh,BB579 growth dn,NPY-Y2 antag,bCat KO growth,MRP1 act
O=C(CN1CCN(c2ccc(O)cc2)CC1)NC1CCCc2ccccc21 (stereo not given),7,3,-13,2,75,-4,-12,6,74,-4.6
CCN1c2ccccc2NC2N=C(OC)C(c3ccccc3)C21 (stereo not given),8,-6,·,-11,1.7*,2,-23,11,1.9*,-1.9

# The whole of this part, previewed entries included:
SMILES,Measles CPE,GALR2 blocker,E-sel TNF inh,Yeast life ext,HCT116 PTEN-null,Phagocytosis inh,BB579 growth dn,NPY-Y2 antag,bCat KO growth,MRP1 act
O=C(CN1CCN(c2ccc(O)cc2)CC1)NC1CCCc2ccccc21 (stereo not given),7,3,-13,2,75,-4,-12,6,74,-4.6
CCN1c2ccccc2NC2N=C(OC)C(c3ccccc3)C21 (stereo not given),8,-6,·,-11,1.7*,2,-23,11,1.9*,-1.9
COc1ccc(OC)c(NC(=O)c2ccc(NS(C)(=O)=O)cc2)c1,4,20,-35,-9,103,0,-54,3,100,-0.6
CCOC(=O)c1sc(SCC(=O)Nc2ccc(N(C)C)cc2)nc1N,8,10,-11,-16,92,0,-38,0,95,-0.9
O=C(Cn1cnc2c(oc3ccccc32)c1=O)N1CCCc2ccccc21,12,-15,14,40,94,1,-11,5,85,-1.0
CCOC(=O)C1(C)/C(=N/Nc2ccccc2Cl)C(=O)C(=O)N1c1ccccc1 (stereo not given),3,14,-5,1,87&81,2,-38,-1,92,-1.4
COc1ccc2cc3cc(C(=O)Nc4ccc5c(c4)OCO5)oc3nc2c1,3,-1,-9,-16,63,·,-43,4,59,-3.6
CC(C)(C)c1cc(C(=O)N/N=C/c2ccc(O)cc2)n(-c2ccccc2)n1,23,6,·,-2,90,-4,-21,3,80,-1.0
COc1ccc(NC(=O)c2ccccc2-c2ccc(C(F)(F)F)cc2)cc1S(=O)(=O)N1CCOCC1,7,14,·,2,85,-6,-41,5,94,1.4
O=C(CSc1nnnn1-c1ccccc1)Nc1ccc(Cl)cn1,24,2,2,-26,76,1,-4,3,88,-0.5
O=C1c2ccccc2C(=O)N1OS(=O)(=O)c1ccccc1,7,-6,·,-1,89,-3,-3,3,88,2.4
CCOC(=O)CSc1nc(NC#N)nc(N(CC)CC)n1,15,-1,-25,-3,88,·,-36,5,96,0.7
Cn1c(SCC(=O)N2c3ccccc3CCc3ccccc32)nnc1-c1cc2ccccc2cc1O,33,-19,11,3,68,-5,-25,3,75,-2.1
Cc1cccc(NC(=O)c2cccc(Cn3cc(Br)c([N+](=O)[O-])n3)c2)c1C,21,-10,-39,-12,61,2,-39,-1,64,-2.2
C=CCn1c(COc2cccc3ccc(C)nc23)nnc1SCC(N)=O,17,-10,-8,-11,100,6,3,6,105,0.1
O=C1Cc2ccccc2C(c2ccccc2)N1 (stereo not given),8,-2,·,-5,96,4,-50,4,103,-0.1
COc1cccc(-c2cc(C(=O)N3CC4(C)CC3CC(C)(C)C4)no2)c1 (stereo not given),7,-8,-9,1,65,-2,-72,5,57,-3.4
C=CCNc1nc(-c2cc3ccccc3o2)cs1,38,0,1,-8,98,5,-16,-1,96,0.2
Cc1cc(=O)[nH]c(SC(C(=O)O)c2ccccc2)n1 (stereo not given),2,2,2,1,89,-5,-18,-1,87,-3.2
COc1ccc(N/C=C/C(=O)c2sc(-c3ccccc3)nc2C)cc1,3,-14,22,-11,50,·,-42,2,64,-1.2
Nc1cc(=O)[nH]c(SCc2nnnn2-c2ccc(Cl)cc2)n1,13,2,·,8,103,-7,-50,3,95,2.7
CCOc1ccc(C(=O)Nc2ccc3c(c2)OCO3)cc1OCC,7,2,-26,37,63,1,-35,-1,63,-1.1
CCn1c(NCc2ccccc2NS(=O)(=O)c2ccc(C)cc2)nc2ccccc21,10,0,·,-1,64,8,-19,1,72,-3.8
Cc1ccc(-n2nnnc2SCC(=O)Nc2nc(-c3ccc(F)cc3)cs2)cc1C,27,9,-53,-15,42,·,-27,2,44,-4.8

# As entered above:
# Reading for Nc1cc(=O)[nH]c(SCc2nnnn2-c2ccc(Cl)cc2)n1 in GALR2 blocker: 2
# Reading for CCOc1ccc(C(=O)Nc2ccc3c(c2)OCO3)cc1OCC in BB579 growth dn: -35
# Reading for CCn1c(NCc2ccccc2NS(=O)(=O)c2ccc(C)cc2)nc2ccccc21 in Phagocytosis inh: 8

# (continued)
SMILES,Measles CPE,GALR2 blocker,E-sel TNF inh,Yeast life ext,HCT116 PTEN-null,Phagocytosis inh,BB579 growth dn,NPY-Y2 antag,bCat KO growth,MRP1 act
O=C(Nc1ccc(N2CCOCC2)cc1)C1CCCCC1,7,-16,-2,-8,93,2,-23,4,91,-1.1
O=C(C1CCN(S(=O)(=O)N2CCC3(CC2)OCCO3)CC1)N1CCC(Cc2ccccc2)CC1,4,9,-13,-26,80,·,-33,1,80,-3.2
CCOc1cc(/C=C/c2ccc3cccc([N+](=O)[O-])c3n2)ccc1O,3,-10,·,-7,82,-12,-31,2,86,-3.3
COc1ccc(NC(=O)c2cccc(N3C(=O)NC4CC3(C)Oc3ccccc34)c2)cc1 (stereo not given),16,-17,-16,0,86,-1,-10,1,84,-1.8
COc1cccc(C(c2nnnn2Cc2ccccc2)N2CCN(C3CCCC3)CC2)c1OC (stereo not given),4,13,13,-15,72,1,-7,18*,67,-1.1
CCN(CC)S(=O)(=O)c1cccc(-c2cn3cc(C)ccc3n2)c1,22,-2,-18,-11,81&85,0,-38,8,86,-0.9
CCn1c(SC(C)C(=O)O)nc2sc3c(c2c1=O)CCC3 (stereo not given),3,-7,-12,-7,98,0,-52,5,94,-2.0
CCc1cc2cc(C)ccc2nc1SCC(=O)Nc1cc(C)on1,32,-5,10,·,97,·,5,3,85,-3.7
Cn1c(-c2sccc2OCc2ccccc2)n[nH]c1=S,5,-14,-20,-15,72,-1,-15,2,80,-4.4
Cn1c(=O)n(C)c2cc(NC(=O)CCl)ccc21,7,7,-10,-10,5,0,-20,-2,8,-6.5
COC(=O)C/C=C/[C@@H](C)[C@@H](/C=N/O[C@H](C)c1cn([C@@H]2COC[C@H]2O)nn1)NS(=O)(=O)c1ccc(C)cc1,5,2,-13,1,94,·,-41,2,94,-1.3
O=C(Cn1c(=O)oc2cc(S(=O)(=O)N3CCCC3)ccc21)N1CCCC1,12,9,-12,-4,103,1,-4,2,99,-1.1
CC(C)(C)OC(=O)NNC1CC(=O)N(c2ccccc2F)C1=O (stereo not given),5,13,-21,-7,90,-2,6,0,99,-0.7
COCCNC(=O)Cn1c(=O)n(C)c2ccccc21,4,-10,5,-17,87,0,-28,3,96,-3.2
CCCCCCCCOC(=O)c1nc(Cl)c(Cl)c(N)c1Cl,5,-5,·,-4,105,-4,-51,2,95,-0.9
O=C(NC(Cc1ccccc1)c1ccc2c(c1)OCCCO2)c1ccc(F)cc1 (stereo not given),3,-11,-10,-13,65,1,-35,4,80,-2.2
CC(C)N1CCC(=NNc2ccc(S(=O)(=O)N3CCOCC3)cc2[N+](=O)[O-])CC1,15,-7,·,-3,90,-8,-1,0,97,-2.5
CCOC(=O)c1ccc(-c2ccc(/C=N/NC(=O)CN(c3cccc(C)c3)S(C)(=O)=O)o2)cc1,10,-5,·,2,90,-5,-35,-2,87,-3.7
Cc1cc(Cl)cc(Cl)c1OCCOCCN(C)C,7,-6,10,1,83,-2,-40,4,78,-1.7
COc1ccc(NC(=O)NCc2ccncc2)c(OC)c1,16,7,-4,-21,90,·,-31,4,85,-1.2
Clc1ccccc1C1=Nn2c(nnc2-c2ccncc2)SC1,19,8,3,1,44,-1,1,7,61,-4.5
CCC(C)[C@H](NC(=O)OC(C)(C)C)C(=O)N/N=C/C1=Cc2ccccc2OC1 (stereo not given in full),0,8,-5,-11,79,-1,-20,8,79,3.0
N/C(=N\OC(=O)Cc1ccccc1)c1ccc([N+](=O)[O-])cc1,11,3,-6,-2,103,-4,-38,0,97,1.4
CCOC(=O)c1cccc(NC(=O)Cn2cc3c(n2)CCC(C)C3)c1 (stereo not given),7,-3,13,-6,72,0,-24,8,70,-0.2
C/C(O)=C(\C#N)c1nnc2n1CCCCC2,8,-2,·,-1,103,1,-55,-4,83,-0.5
COCC(C)n1c(SCC(=O)N2CCCCC2)nc2ccccc2c1=O (stereo not given),12,2,-36,-8,101,0,-44,0,95,-1.4
O=C(O)Cc1ccc(C(=O)c2ccccc2)s1,3,1,-11,-11,108,0,-5,3,96,0.6
CCC(CO)Nc1nc(CN2CCCCC2)nc2scc(-c3ccccc3)c12 (stereo not given),4,-4,-7,5,74,-5,-25,10,75,-3.0
Cc1c(C(N)=O)sc(N)c1C(=O)OC(C)C,16,-5,-14,-10,113,0,-40,5,99,-1.9
CCCn1c(SCC(=O)c2cc(OC)ccc2OC)nnc1C(C)C,5,22,12,-1,104,-1,2,-1,103,-0.9
CN(C)S(=O)(=O)c1ccc(Cl)c(C(=O)NCc2ccco2)c1,9,17,13,-12,103&98,0,8,1,100,0.2
CCOc1ccc(-c2cc(C(=O)O)c3ccccc3n2)cc1,15,7,11,-6,86,0,-25,-1,86,-3.4
Cc1ccc(C2=C(CC(=O)O)C(=O)CC2)cc1,23,-11,2,5,100,-2,-2,0,108,-0.6
Cc1cccc2c(=O)cc(C)n(CC(=O)N3CCOCC3)c12,2,-3,2,-5,98,-1,-14,-2,98,-0.8
CCn1c(=O)n(CC)c2cc(S(=O)(=O)Nc3c(C)cccc3C)ccc21,0,-2,7,-9,101,·,-4,-1,84,-1.1
CNC(=S)N/N=C/c1cccc(OCc2ccccc2F)c1,34,7,0,-6,66,0,-16,1,70,-1.8
COc1cccc(NC(=S)NN2CCN(C)CC2)c1,11,11,-56,-13,96,0,-16,1,96,-1.2
CC(C(=O)Nc1ccc([N+](=O)[O-])cc1)N1CCN(C/C=C/c2ccccc2)CC1 (stereo not given),·,8,·,-1,49,-5,-31,0,47,-0.7
Cc1ccc(-c2nc(N/N=C/c3ccccc3[N+](=O)[O-])c3ccccc3n2)cc1,2,-4,-3,-3,92,·,-26,0,97,-2.3
CCN(CC)/C(=N/O)NC(=O)NS(=O)(=O)c1ccc(C)cc1,13,-2,20,8,101,-2,-42,2,99,0.5
CCc1c(O)nc(SCC(=O)N2CCOCC2)n(-c2ccccc2)c1=O,11,9,-25,-3,96,1,12,3,94,-2.3
O=C(O)CCCC(=O)Nc1ccc(Br)cc1C(=O)O,13,-11,-27,-4,102,·,-20,3,105,-1.4
O=C(c1ccccc1F)N(Cc1ccc2c(c1)OCO2)Cc1cc2cc3c(cc2n2nnnc12)OCO3,12,3,-2,-2,64,·,-48,2,74,-2.5
COc1c(/C=N/NC(N)=S)c(C)nn1-c1ccccc1,3,-4,19,2,98,-3,17,5,106,-2.7
Cn1cccc1C(=O)C(=O)Nc1ccccc1,14,3,25,-14,88,·,-21,2,85,0.2
COC(=O)c1[nH]c2cc(OC)ccc2c1N,6,11,·,-13,96,-1,-19,2,86,-1.1
CCOc1ccccc1NC(=O)CSc1nccn1-c1ccccc1,18,6,-45,-10,96,-1,-1,4,91,-1.1
O=S(=O)(NC1CCCCC1)c1ccc(F)c2ccccc12,5,-27,8,3,81,0,-54,3,85,-3.3
